PLC-gamma1 inh: inhibitors of human phospholipase C gamma1 | purified PLC-gamma1, fluorogenic substrate, fluorescence | inhibition, % at 12.2 µM | hit rate 0.84% among 370,000; in the data active = inhibition above about 9.5%
sPLA2-III inh: Inhibits HGIII-sPLA2 liposome hydrolysis, primary screen; inhibition, % at 12.2 µM; Q9NZ20; hit rate 0.56% among 370,000; AID 743126; QFRET BODIPY PC-A2 liposome hydrolysis, fluorescence;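 active = inhibition above mean plus 3 SD of compounds lying within the high and low control bounds, cut at about 19% in these data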;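 also: 0% = median of test compound wells and 100% = no enzyme DMSO wells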
ARFGAP1 inhibitor: inhibitors of rat ARFGAP1; AID 651572; inhibition, % at 16.5 µM; hit rate 0.26% among 360,000; Arfgap1-stimulated ARF1 GTP hydrolysis, GDP FP detection;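 active = inhibition above a per-plate limit, mean inhibition of low control wells plus 3 SD, cut at about 25% in these data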;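 also: 0% = DMSO wells with enzyme and 100% = wells lacking Arfgap1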
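Repeats: one replicate per compound; assay system: rat Arfgap1 catalytic domain, aa 1-136; times: enzyme reaction 120 min at 25 °C after 20 min preincubation; detection: FP of antibody-bound GDP Alexa 633 tracer, ex 620/em 688 nm; benchmarks: high control wells lacking Arfgap1, low control full reaction with DMSO; reagent: human ARF1(Δ1-17)-GTP substrate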
KLK7 zymogen act: proKLK7 (human) activation, primary screen; P49862; purified proKLK7, EDANS-DABCYL substrate fluorescence; 100% is mature enzyme control, 0% vehicle; activation, % at 7 µM; hit rate 0.9% among 370,000; AID 652039;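 active = activation above the mean of all tested compounds plus 3 SD, computed per campaign excluding outliers beyond control limits, cut at about 13% in these data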
Target sequence (P49862 whole entry, looked up): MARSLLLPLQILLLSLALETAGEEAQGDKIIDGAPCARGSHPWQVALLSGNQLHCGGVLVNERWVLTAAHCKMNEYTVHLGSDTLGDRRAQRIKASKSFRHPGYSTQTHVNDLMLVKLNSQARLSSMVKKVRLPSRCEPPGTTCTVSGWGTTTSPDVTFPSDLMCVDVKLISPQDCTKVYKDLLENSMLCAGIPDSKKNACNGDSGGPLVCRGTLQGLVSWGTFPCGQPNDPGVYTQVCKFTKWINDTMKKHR
PLCb3 inh: inhibitors of human phospholipase C beta3. Q01970. Purified PLC-beta3, fluorogenic substrate, fluorescence. inhibition, % at 12.2 µM. hit rate 0.18% among 370,000. AID 720704; in the data active = inhibition above about 11%;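 also: 0% = median of compound wells on plate and 100% = full blocker control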
ASAP1 GAP inh: blocks human ASAP1-stimulated Arf1 GTP hydrolysis; Q9ULH1; GDP FP detection; inhibition, % at 16.5 µM; hit rate 0.19% among 360,000; AID 624377; in the data active = inhibition above about 25%;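 also: 0% = vehicle with enzyme and substrate and 100% = no enzyme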
NR1D1 modulator: modulates human Rev-erb alpha binding to DNA; P20393; Rev-erbα–FITC-DNA binding, fluorescence polarization, 90 min; activity, % at 10 µM; hit rate 0.79% among 370,000;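 active = activity above about 14%, limit read from the data; passing the limit was not always enough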;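 also: 0% = DMSO wells with 35 nM protein and 100% = DMSO wells with 750 nM protein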
UHRF1 binding: UHRF1 methyl-DNA binding inhibition. UHRF1 binding to methylated oligo, TR-FRET. hit rate 0.75% among 370,000. AID 687016. inhibition, % at 4.4 µM; in the data active = inhibition above about 21%;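 also: UHRF1 SRA domain binding a hemimethylated CpG hairpin DNA probe; 0% = median of test compound wells and 100% = reference inhibitor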
Target sequence (Q96T88 whole entry, looked up, the tested form may be a part): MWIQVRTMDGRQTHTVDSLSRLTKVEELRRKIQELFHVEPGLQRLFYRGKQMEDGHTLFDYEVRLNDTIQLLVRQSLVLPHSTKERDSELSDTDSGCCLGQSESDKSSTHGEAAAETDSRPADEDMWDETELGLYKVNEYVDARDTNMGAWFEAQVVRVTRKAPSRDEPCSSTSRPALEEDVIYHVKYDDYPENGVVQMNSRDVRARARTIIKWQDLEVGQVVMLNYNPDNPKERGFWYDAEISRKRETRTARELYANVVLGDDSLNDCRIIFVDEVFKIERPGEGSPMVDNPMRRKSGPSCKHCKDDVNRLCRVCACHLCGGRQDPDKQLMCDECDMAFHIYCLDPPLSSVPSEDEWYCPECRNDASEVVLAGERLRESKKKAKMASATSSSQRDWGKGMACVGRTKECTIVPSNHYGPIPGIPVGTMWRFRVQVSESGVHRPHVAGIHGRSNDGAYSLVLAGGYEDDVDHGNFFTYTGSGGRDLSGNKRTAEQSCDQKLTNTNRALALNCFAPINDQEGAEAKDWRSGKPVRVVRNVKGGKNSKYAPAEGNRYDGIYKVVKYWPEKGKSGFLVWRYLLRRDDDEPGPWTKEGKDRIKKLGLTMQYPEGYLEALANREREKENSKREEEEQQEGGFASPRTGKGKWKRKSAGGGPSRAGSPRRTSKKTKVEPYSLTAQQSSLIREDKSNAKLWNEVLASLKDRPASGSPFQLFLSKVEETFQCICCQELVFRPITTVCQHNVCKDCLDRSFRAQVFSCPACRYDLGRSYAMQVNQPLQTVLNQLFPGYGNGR
Tn6 DDE FP: disrupts Tn6 cyclic peptide binding to fibrin D-Dimer-E complex | P02675 | Fibrin DD(E) TRITC-Tn6 fluorescence polarization displacement | inhibition, % at 8.3 µM | hit rate 0.21% among 370,000 | AID 720509;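 active = inhibition above a per-campaign cutoff: mean of compounds within control limits plus 3 SD, cut at about 15% in these data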;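 also: 0% = median of all compound wells on the plate and 100% = blocking peptide control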
DDE Tn7 FP inh: DD(E)-Tn7 binding inhibition, primary FP screen. inhibition, % at 8.3 µM. hit rate 0.13% among 370,000. AID 720508. FP displacement of FITC-Tn7 peptide from fibrin DD(E); 0% = median of compound wells per plate;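 active = inhibition above the mean of compounds falling within the control limits plus 3 SD of them, cut at about 14% in these data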;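 also: 0% = plate median of compound wells and 100% = 10 µM Aha-Tn7 peptide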
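Assay system: human fibrin DD(E). Input: DD(E) 2 µM final. Medium: Tris buffer with calcium and detergent, pH 7.8. Compound dosing: single point at 8.3 µM. Timing: 10 min plus 3 h, room temperature. Technique: fluorescence polarization of the labelled Tn7 tracer. Read-out: percent inhibition. Replicates: singlicate testing.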
An asterisk follows results filed as active; . = not tested or not shown.

#	smiles	DDE Tn7 FP inh	sPLA2-III inh	KLK7 zymogen act	NR1D1 modulator	ASAP1 GAP inh	PLC-gamma1 inh	UHRF1 binding	ARFGAP1 inhibitor	Tn6 DDE FP	PLCb3 inh
1	CN1CC(=O)N(CC(=O)Nc2cccc3ccccc23)C1=O	-1	5	-0.1	6	2	2	-4	9	7	-4
2	CC1CC(C)(C)CC2(C1)NC(=O)N(CC(=O)Nc1nccs1)C2=O (configuration not stated)	5	2	-0.1	0	-9	0	-2	4	0	-5
3	Cc1ccccc1CN(CC(=O)Nc1cccc([N+](=O)[O-])c1)S(=O)(=O)c1ccc(Cl)cc1	-2	-19	0.7	-4	6	0	1	9	-6	4
4	COc1ccc(N/C=C/c2nc(SC)nnc2C)cc1	-3	-9	-0.7	8	0	-8	-22	19	0	-15
5	COC(=O)c1cc(-c2ccc(-c3ccccc3)c(F)c2)c(=O)n2c1CCC2	5	3	0.3	8	.	-5	5	.	-1	-9
6	O=C1c2ccccc2C(c2nnnn2Cc2ccccc2)N1C1CC1 (configuration not stated)	10	4	0.2	7	-3	0	-3	4	-2	1
7	CCN1CCN(c2ccc(NC(=O)COc3ccccc3Cl)cc2)CC1	7	0	-0.3	-5	-3	-1	-2	-1	-11	1
8	CCn1c(C)cc(C)c(C#N)c1=O	4	-4	-0.4	1	-11	-1	8	6	6	-5
9	CCOc1ccc(S(=O)(=O)N(CC(=O)Nc2cccnc2)c2ccc(F)cc2)cc1	1	-16	0.5	1	8	2	1	-8	1	-7
10	CCOC(=O)c1ccc(N=c2sc(C(=O)OC)cc(=O)n2-c2ccc(C(=O)OCC)cc2)cc1	-3	2	0.3	14	6	2	1	9	2	-3
11	CN1CCC(N2CCN(C3CN(CCc4ccccc4)S(=O)(=O)C3)CC2)CC1 (configuration not stated)	-12	1	-0.3	-1	1	1	0	1	-3	4
12	COc1ccc(/C=N/OCC(=O)NCc2cccs2)c(OC)c1	-4	-2	0.5	-4	-7	2	-4	-2	5	-1
13	CCN1N=C(C)C=C(c2ccccc2)n2c1nc1ccccc12	1	-1	-0.4	2	-5	2	3	-2	5	3
14	O=C(NC1CCCCN(Cc2cccc(C(F)(F)F)c2)C1=O)c1ccc(-c2ccccc2)cc1 (configuration not stated)	5	3	-0.7	-2	.	-1	-1	.	8	-2
15	Cc1ccc(C(=O)Cc2ccccc2)o1	1	-3	-0.2	3	-2	-4	0	3	4	-3
16	COc1ccc(C(=O)CSc2nnc(-c3cccnc3)n2-c2ccc(C)cc2)cc1	0	-29	-0.8	0	.	-1	-2	.	2	1
17	COc1ccc(OCC(=O)Nc2ccc3c(c2)OCO3)cc1	8	-1	-0.1	6	14	-3	-1	-3	-1	-5
18	Cc1ccc(Cl)cc1NC(=O)N[C@@H](CC(C)C)C(=O)O	3	-1	0.6	0	0	0	-1	2	-6	-5
19	CCOC(=O)C1(O)CC(C)=NN1C(=O)c1cccc(Br)c1 (configuration not stated)	-3	-1	-0.2	-3	2	0	1	1	0	5
20	O=S(=O)(c1cc(Br)ccc1Br)N1CCCCCC1	0	-3	0.0	2	-6	2	0	-2	3	-3
21	CCc1nnc(NC(=O)C2CCCN2C(=O)Nc2ccccc2OC)s1 (configuration not stated)	0	6	0.8	-6	-2	5	-1	-3	-3	1
22	N#Cc1cc(-c2ccccc2)oc1NC(=O)c1ccccc1	-2	-23	-0.3	-1	4	-22	-3	-7	1	-30
23	OCCn1c(C(F)(F)F)nc2ccccc21	5	4	0.1	-2	-2	-1	-1	-1	1	2
24	CN1C(=O)c2ccc(NC(=O)CSc3ccccc3)cc2C1=O	-6	1	-1.5	8	-4	-3	2	-3	0	-17

Shown in transposed form: part of the list above
17) COc1ccc(OCC(=O)Nc2ccc3c(c2)OCO3)cc1
18) Cc1ccc(Cl)cc1NC(=O)N[C@@H](CC(C)C)C(=O)O
compound no.,17,18
DDE Tn7 FP inh,8,3
sPLA2-III inh,-1,-1
KLK7 zymogen act,-0.1,0.6
NR1D1 modulator,6,0
ASAP1 GAP inh,14,0
PLC-gamma1 inh,-3,0
UHRF1 binding,-1,-1
ARFGAP1 inhibitor,-3,2
Tn6 DDE FP,-1,-6
PLCb3 inh,-5,-5

Later entries.
#	smiles	DDE Tn7 FP inh	sPLA2-III inh	KLK7 zymogen act	NR1D1 modulator	ASAP1 GAP inh	PLC-gamma1 inh	UHRF1 binding	ARFGAP1 inhibitor	Tn6 DDE FP	PLCb3 inh
25	Cc1ccc(NC(=O)CNC(=O)CC23CC4CC(CC(C4)C2)C3)c(O)c1	-14	-60	0.1	3	4	1	2	-3	-9	-5
26	COc1ccc(Cl)cc1C(=O)Nn1cnc2ccccc2c1=O	2	1	0.8	4	-3	-1	0	14	6	-1
27	C[C@H]1CN([C@@H](C)CO)C(=O)CCCn2nncc2CO[C@@H]1CN(C)Cc1ccc2c(c1)OCCO2	0	1	-0.5	7	10	0	0	1	4	5
28	Cc1sc(NC(=O)c2ccc(Cl)s2)c(C(N)=O)c1C	-2	4	0.5	-3	-5	-30	19	5	-4	-35
29	O=C(CNC(=O)c1ccc(N2C(=O)c3ccccc3C2=O)cc1)OCC(=O)c1ccccc1	-4	3	0.4	2	2	0	14	11	4	0
30	Cc1c(NC(=O)c2ccc3ncccc3c2)c(=O)n(-c2ccccc2)n1C	2	-1	0.2	-2	-15	2	-1	-5	1	2
31	CC1CC(C)CN(C(=O)c2ccc3nc[nH]c3c2)C1 (configuration not stated)	-2	6	-0.1	-5	-14	2	0	13	9	-5
32	CC1=C(C#N)C(=O)N(C)C(C)(C)C1	1	0	-0.3	-2	0	-1	0	-2	7	1
33	Cc1cc(C(=O)OC(C)C(=O)Nc2cccc(S(=O)(=O)N3CCOCC3)c2)c(C)o1 (configuration not stated)	7	-23	0.6	-3	10	2	-1	18	0	2
34	COc1ccc2c(c1OC)C(=O)N1c3ccccc3C(=O)N(c3ccccc3)C21 (configuration not stated)	-10	4	0.0	5	9	2	0	1	4	1
35	CCC(=O)Nc1cccc(C2=NOC3(C2)C[C@@H](C(N)=O)N(C(=O)CC(c2ccccc2)c2ccccc2)C3)c1 (some centres not stated)	-1	-16	0.6	-4	6	3	-3	8	6	-3
36	Cn1c(Cn2c(=O)sc3ccccc32)nnc1SCC(=O)Nc1ccc(F)cc1	-2	3	0.1	-1	-2	1	0	3	0	5
37	CC1(N=Cc2cc(Cl)ccc2O)COP(=O)(NC2CCCC2)OC1 (configuration not stated)	5	2	0.5	1	-3	-1	-2	6	-5	4
38	Nc1c(C(=O)N2CCCC2)sc2nc3c(cc12)CCCCCC3	3	3	-0.6	4	3	-171	1	13	-6	-261
39	CS(=O)(=O)Nc1ccc2c(c1)OCC(=O)N2Cc1ccccc1	4	2	-1.1	8	-21	2	17	-7	2	-3
40	CCOC(=O)c1c(C)[nH]c(C=C2C(=O)CCCC2=O)c1O	7	-3	0.2	-1	-5	-17	-9	0	14	-16
41	Cc1ccc(CSc2nnc(-c3ccncc3)n2C)cc1	2	8	0.4	0	-7	2	3	7	0	1
42	C/C(CC(=O)Nc1ccc(N(C)C)cc1)=N\NC(=O)c1ccccc1O	-3	3	-0.3	-1	-1	-10	-2	10	-2	-16
43	COc1ccc(N(CC(=O)NC2CCCCC2)C(=O)c2ccc(C)s2)cc1OC	-8	0	0.3	4	2	4	3	1	-6	-3
44	COc1ccc(S(=O)(=O)Cc2ccc(C(=O)NC3CCCC3)o2)cc1	2	7	0.5	-4	-2	0	2	4	-4	-3
45	Cc1cc2c3nonc3ccc2n1C	-1	-1	1.3	1	15	-119	13	-5	2	-133
46	CSc1nnc(-c2ccc(S(=O)(=O)N3CCOCC3)cc2)n1CC1CCCO1 (configuration not stated)	2	6	-0.8	-7	10	1	4	6	-9	0
47	CC(C)CN1C(=O)c2ccccc2C1c1nnnn1-c1ccc2c(c1)OCCO2 (configuration not stated)	6	1	0.1	-5	5	0	-1	-8	3	2
48	Cc1ccc(/C=C/C(=O)OCC(=O)NCCN2C(=O)CSC2=O)o1	-3	-10	0.4	-1	-5	0	-3	12	5	-7
49	OC(c1ccccc1)(c1ccccc1)C1CCN(C(=S)Nc2ccc(F)cc2)CC1	4	-14	-0.1	-2	-9	0	6	-5	9	3
50	COCCN(C(=O)COC(=O)c1cccnc1SC)c1c(N)n(Cc2ccccc2)c(=O)[nH]c1=O	1	-8	0.5	0	-6	-1	-2	0	-10	-3
51	COc1ccc(CC(=O)NNC(=O)CSc2nc(C)c(C)c(=O)[nH]2)cc1	0	6	1.0	2	-6	-2	3	2	-1	-2
52	COC(=O)c1cc(S(=O)(=O)NCc2cccc(OC)c2)cn1C	2	3	0.1	2	7	0	-1	-1	1	2
53	Cc1ccc(NC(=O)CN(C)C(=O)COc2cccc3ccc(C)nc23)cc1	-1	-12	-0.1	4	1	0	2	-2	-4	-11
54	COc1ccnc(Oc2ccc(F)cc2)c1C(=O)N/C=N/OCc1ccc(F)cc1	-8	-5	0.4	0	-6	3	-2	-5	1	5
55	NS(=O)(=O)c1ccc(CNC(=O)CC23CC4CC(CC(C4)C2)C3)cc1	-6	-1	0.2	9	-1	4	6	-1	-5	1
56	CN(CC(=O)Nc1c(Cl)cccc1Cl)C(=O)c1ccc2nc[nH]c2c1	5	5	-0.1	-5	-7	-1	-4	2	2	-5
57	Cn1nccc1C(=O)N1CCc2ccccc21	-11	87*	-0.6	-4	-15	9	0	5	2	6
58	CN(CC(=O)Nc1c(Cl)cccc1Cl)C(=O)CNC(=O)c1ccc2ccccc2c1	-2	4	-0.2	-10	2	-2	-1	-6	2	-1
59	Cc1ccc(S(=O)(=O)N(C)C)cc1NC(=O)COC(=O)CNC(=O)C12CC3CC(CC(C3)C1)C2	2	-10	0.0	0	2	6	5	16	-6	-6
60	CCOCCc1nnc(NC(=O)CSc2ccccc2)s1	0	-5	-0.1	1	7	0	1	3	-4	0
61	COc1ccc2c(Cl)c(C(=O)OCC(=O)c3ccc4c(c3)NC(=O)CO4)sc2c1Cl	2	-4	1.4	1	-1	2	-3	7	-5	-4
62	Cc1cc(C)n(-c2ccc(C(=O)NCc3cccs3)cc2)n1	8	-5	0.5	-1	-1	8	-1	1	-4	2
63	COc1cccc(NC(=O)COC(=O)c2c(C)nn(-c3ccccc3)c2C)c1	-1	-16	-0.5	-1	1	-2	5	1	-1	-13
64	CC(CC1C(C#N)=C(N)OC2=C1C(=O)CCC2)c1ccccc1 (configuration not stated)	-3	-9	0.3	-5	-5	-8	0	14	10	-9
65	C/C=C/C(=O)Nc1cccc(C2=NOC3(C2)C[C@H](C(N)=O)N(C(=O)/C=C/C)C3)c1 (some centres not stated)	9	4	-0.2	-3	9	2	0	12	-2	-2
66	C[C@H]1CN=C(N(C)C)N1CC1CCC(C(C)(C)C)CC1 (some centres not stated)	3	-17	0.1	-2	-7	3	0	13	-2	3
67	CC(C)CCC(=O)N1CCOC1=O	-2	2	0.1	-2	5	1	1	-3	2	3
68	CS(=O)(=O)c1ccc(Cl)c(C(=O)OCC(=O)NC2CCCCCCC2)c1	2	7	-0.2	9	16	1	1	-13	3	-9

Bioassay records from PubChem.
